# High-throughput results (PubChem BioAssay)
# PAFAH1B3 FP inh = inhibitors of human PAFAH1B3; Q15102; recombinant PAFAH1B3, FP-rhodamine probe, fluorescence polarization; inhibition, % at 3.39 µM; hit rate 0.28% among 340,000; AID 492972;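 active means inhibition above the screen-wide average of all tested compounds plus 3 SD, cut at about 25% in these data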;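 further: 0% = enzyme with DMSO only and 100% = wells lacking PAFAH1B3 protein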
# Target sequence (Q15102 whole entry, looked up): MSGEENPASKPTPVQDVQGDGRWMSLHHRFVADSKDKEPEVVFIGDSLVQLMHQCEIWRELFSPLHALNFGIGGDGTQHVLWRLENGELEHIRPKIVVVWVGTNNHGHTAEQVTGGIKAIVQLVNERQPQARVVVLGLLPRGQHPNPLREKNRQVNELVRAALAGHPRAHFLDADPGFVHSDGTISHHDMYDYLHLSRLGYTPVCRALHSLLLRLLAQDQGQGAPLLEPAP
# PAFAH2 FP inh = inhibitors of human PAFAH2. inhibition, % at 3.39 µM. hit rate 0.99% among 340,000. Q99487. recombinant PAFAH2, FP-rhodamine activity probe, fluorescence polarization;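 active means inhibition above the mean over all tested compounds plus 3 SD, cut at about 30% in these data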;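 further: inhibitors block probe labeling of enzyme so polarization drops; 0% = enzyme with DMSO and 100% = wells lacking PAFAH2 protein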
# GSTO1 inh = counter-screen for RBBP9 inhibitors: inhibitors of human GSTO1. recombinant GSTO1, activity-based probe fluorescence polarization. inhibition, % at 5.96 µM. hit rate 1.1% among 300,000. AID 1974;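 active means inhibition above the campaign mean inhibition plus 3 SD, cut at about 35% in these data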;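 further: 0% = GSTO1-1 with DMSO and 100% = wells lacking GSTO1-1 enzyme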
# Target sequence (P78417 whole entry, looked up): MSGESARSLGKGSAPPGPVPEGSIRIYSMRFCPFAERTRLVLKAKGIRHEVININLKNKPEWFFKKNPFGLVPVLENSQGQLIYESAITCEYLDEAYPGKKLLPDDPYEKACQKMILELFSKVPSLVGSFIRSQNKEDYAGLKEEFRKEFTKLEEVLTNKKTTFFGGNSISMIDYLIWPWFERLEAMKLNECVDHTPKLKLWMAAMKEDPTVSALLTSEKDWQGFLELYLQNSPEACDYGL
# EBNA-1 inhibitor = blocks EBNA-1 binding to DNA; EBNA-1 DNA binding, fluorescence polarization; inhibition, % at 14.8 µM; hit rate 0.34% among 300,000; in the data active means inhibition above about 28%
# LYPLA1 counter = blocks human lysophospholipase 1, a PME1 counter-screen; AID 2174; inhibition, % at 5.9 µM; hit rate 0.16% among 320,000; recombinant LYPLA1, FP-Rh probe fluorescence polarization;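 active means inhibition above the mean of all tested compounds plus 3 SD, set per campaign, cut at about 14% in these data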;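 further: inhibitors block serine hydrolase probe labeling of LYPLA1 so polarization falls; 0% = enzyme with DMSO and 100% = wells lacking LYPLA1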
# Target sequence (O75608 whole entry, looked up): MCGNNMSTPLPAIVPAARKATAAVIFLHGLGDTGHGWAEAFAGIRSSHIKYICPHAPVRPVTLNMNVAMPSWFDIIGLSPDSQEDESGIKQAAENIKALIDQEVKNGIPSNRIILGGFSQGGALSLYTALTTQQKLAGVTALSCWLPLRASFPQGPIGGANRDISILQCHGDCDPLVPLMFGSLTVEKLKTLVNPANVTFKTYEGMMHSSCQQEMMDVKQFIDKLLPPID
# PAD4 inh = inhibitors of human PAD4; inhibition, % at 6.36 µM; Q9UM07; hit rate 0.41% among 330,000; AID 485272; recombinant PAD4, RCA probe fluorescence polarization;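 active means percent inhibition above a cutoff equal to the mean of all tested compounds plus 3 SD, cut at about 15% in these data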;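 further: 0% = PAD4 with RCA probe and DMSO and 100% = probe without PAD4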
# ZTA counter = counter-screen for EBNA-1 inhibitors: inhibitors of Epstein-Barr virus ZTA; P03206; ZTA-DNA binding, fluorescence polarization; inhibition, % at 11 µM; hit rate 0.15% among 320,000; in the data active means inhibition above about 33%
# PREPL inh = human PREPL enzyme inhibition. Q4J6C6. recombinant PREPL, fluorescence polarization activity-based probe. inhibition, % at 5.96 µM. hit rate 0.68% among 320,000; in the data active means inhibition above about 43%;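 further: 0% = enzyme with DMSO and 100% = wells lacking enzyme; many of its hits are not listed in these tables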
# LYPLA2 inh = LYPLA2 (human) inhibition in PME1 counter-screen; O95372; recombinant LYPLA2, FP-Rh probe fluorescence polarization; inhibition, % at 5.9 µM; hit rate 0.38% among 320,000;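 active means inhibition above the screen-wide mean plus 3 SD, limit set per campaign, cut at about 26% in these data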;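 further: 0% = LYPLA2 with DMSO and 100% = wells lacking LYPLA2 enzyme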
# Target sequence (O95372 whole entry, looked up): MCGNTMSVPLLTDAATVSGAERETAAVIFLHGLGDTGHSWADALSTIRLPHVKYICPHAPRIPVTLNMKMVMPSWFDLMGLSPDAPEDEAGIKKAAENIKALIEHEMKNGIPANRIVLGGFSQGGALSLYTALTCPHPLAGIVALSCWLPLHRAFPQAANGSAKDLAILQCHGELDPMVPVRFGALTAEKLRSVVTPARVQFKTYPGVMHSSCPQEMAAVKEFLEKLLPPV
# Numbers without * were called inactive; / = not tested or not shown.
nr	smiles	PAFAH1B3 FP inh	PAFAH2 FP inh	GSTO1 inh	EBNA-1 inhibitor	LYPLA1 counter	PAD4 inh	ZTA counter	PREPL inh	LYPLA2 inh
1	Cc1c(NC(=O)C(C)Sc2ccc3ccccc3n2)c(=O)n(-c2ccccc2)n1C (stereo not drawn)	-7	-5	-15	5	-3	2	3	-11	5
2	Cc1nn(-c2ccc(F)cc2)c2sc(C(=O)OC3CCOC3=O)cc12 (stereo not drawn)	7	-2	4	6	2	2	0	14	35*
3	Cc1ccc(C(=O)N2CC(C)OC(C)C2)cc1S(=O)(=O)N1CCCCC1 (stereo not drawn)	-3	3	/	/	-1	-2	8	4	-1
4	Clc1ccc(Nc2nc(NCCN3CCOCC3)nc(N3CCOCC3)n2)cc1	2	-3	0	-2	-2	-6	-14	10	0
5	Cc1cc(C)n2nc(C(=O)OCC(=O)c3ccccc3)nc2n1	-1	1	/	/	/	1	/	1	/
6	Nn1c(SCc2ccc(F)cc2)nnc1-c1ccncc1	/	/	3	-14	3	-1	-18	4	7
7	CN(C(=O)CSc1nnc(-c2cccc(F)c2)n1N)C1CCS(=O)(=O)C1 (stereo not drawn)	4	0	7	1	-1	1	-10	1	-1
8	N#CC(=C=[N-])C1=C(C#N)C(c2ccccc2F)C([n+]2ccccc2)C(O)(C2CC2)N1 (stereo not drawn)	5	2	-8	1	2	-3	-11	9	5
9	CCOc1ccc(N(C(=O)c2ccc(S(=O)(=O)N3CCCC3)cc2)C2C=CS(=O)(=O)C2)cc1 (stereo not drawn)	3	1	-3	1	8	-2	6	14	3
10	CCn1nnc(NC(=S)NC(=O)c2ccc(-c3cccc(Cl)c3)o2)n1	/	/	-4	10	2	-1	-3	11	-4
11	Cc1cc(F)ccc1S(=O)(=O)Nc1c(C)n(C)n(-c2ccccc2)c1=O	-2	7	3	9	-5	-1	-1	0	-1
12	CNC(=O)COc1ccc(Nc2nnc(-c3ccc(C)c(S(N)(=O)=O)c3)c3ccccc23)cc1	9	4	3	-23	8	-8	-13	9	6
13	FC(F)(F)c1cnc(N2CCCN(C(=S)Nc3ccccc3)CC2)c(Cl)c1	7	-5	4	-2	-3	2	5	13	-6
14	Cc1ccc(S(=O)(=O)N2CCCCC2)c(C)c1NS(C)(=O)=O	3	3	-3	-14	-2	-8	12	6	2
15	CC(CNC(=O)CCS(=O)(=O)c1ccc2c(c1)NC(=O)CO2)c1ccccc1 (stereo not drawn)	6	10	0	-1	3	-3	-14	5	24
16	CCOc1ccc(NC(=NCc2ccc3c(c2)OCO3)SC2CC(=O)N(c3ccccc3)C2=O)cc1 (stereo not drawn)	1	-4	-5	8	-7	-4	6	-7	-17
17	COC(=O)c1c(-c2ccc(C)cc2)csc1NC(=O)C1CC=CCC1C(=O)O (stereo not drawn)	-4	-2	-3	-7	0	-5	6	-3	0
18	COc1cccc(NC(=O)CSc2nc3c(sc4ccccc43)c(=O)n2CCN(C)C)c1	4	4	-2	-15	-2	-2	-9	-23	-2
19	CCCCNc1nc(C)c(C(C)=O)cc1C#N	4	-5	7	-14	2	-2	-11	3	2
20	Cc1ccc2c(c1)N(CC(=O)NCCCN1CCN(C)CC1)C(=O)CO2	10	3	0	6	2	5	-4	14	-1
21	COc1cccc(-c2ccc(SCC(=O)NC3CCCC3)nn2)c1	9	2	0	3	1	-2	3	14	-1
22	CC(=O)c1sc(N/N=C2\CC3CCC2(C)C3(C)C)nc1C (stereo not drawn)	7	6	-1	-23	0	-8	-6	-2	-1
23	O=C(Nc1ccccn1)c1cccc(S(=O)(=O)N2CCCc3ccccc32)c1	-1	1	/	/	-5	0	20	-8	-6
24	CC(=O)c1ccc(N2CCN(C(=O)c3ccc(C(=O)c4ccccc4)cc3)CC2)cc1	0	12	/	/	21*	1	-4	17	55*
25	CCCCn1c(=O)[nH]c(=O)c2c1nc(-c1ccc(C)c([N+](=O)[O-])c1)n2CC	-2	-1	-2	-16	-4	-4	-16	18	7
26	Cc1ccc(CN(C)c2nc(-c3cccnc3)nc3ccccc23)o1	1	3	2	1	2	-1	-14	-5	8
27	Cc1ccccc1C(=O)O	8	4	/	/	-1	-1	-5	3	-2
28	CC(C)NS(=O)(=O)c1ccc(CCC(=O)NCc2ccc3c(c2)OCO3)cc1	8	-7	5	3	-2	3	2	15	-2
29	CC(C)(C)NC(=S)NCc1ccco1	1	9	19	-13	0	-19	-15	-8	0
30	CC1=NN(C(=O)CSCc2ccccc2)C(O)(c2ccccc2)C1 (stereo not drawn)	10	5	7	5	-1	0	-5	-23	-4
31	O=C1OC(CN2CCOCC2)CN1N=Cc1ccc([N+](=O)[O-])o1 (stereo not drawn)	1	4	11	1	3	-9	-10	10	2
32	Cc1cc(C)nc(NC(=O)c2cnc3sccn3c2=O)n1	4	7	0	8	2	-3	19	-1	0
33	COC(=O)C1=C(C)N(Cc2ccccc2)C(=NCc2cccc(C(F)(F)F)c2)N[C@H]1c1cccc(F)c1	-2	-2	1	5	0	7	-8	-78	-8
34	COc1ccc(NC(=O)c2cc3c(=O)n4ccccc4nc3n2C)cc1OC	8	-6	7	12	-2	1	20	16	-1
35	CCc1ccc(C(=O)N2CCN(c3ccc(F)cc3)CC2)s1	2	1	4	2	0	2	-6	18	2
36	COc1ccc(OCCN2C(=O)NC3(CCc4ccccc4C3)C2=O)cc1 (stereo not drawn)	3	1	0	0	2	0	-2	-27	12
37	O=C(CN(CC1CCCO1)C(=O)CNS(=O)(=O)c1ccccc1)NCc1ccc(F)cc1 (stereo not drawn)	6	7	-3	-8	-2	-4	-11	-3	5
38	CC(O)c1nc2ccccc2n1C1CCCCC1 (stereo not drawn)	-1	-7	1	-7	5	0	-2	-5	5
39	CC(=O)N1CCN(c2ccc(Oc3ccc([N+](=O)[O-])c(C(F)(F)F)c3)cc2)CC1	4	-7	-5	1	8	-1	-15	20	21
40	CC(C)(C)OC(=O)C[C@H]1C/C=C\C[C@H](CC(=O)N[C@H](CO)Cc2ccccc2)C(=O)N[C@@H](Cc2ccccc2)COC1=O	4	3	/	/	/	5	/	5	/
41	COc1ccccc1N(C)S(=O)(=O)c1ccc(C(=O)NCC(C)C)cc1	10	-12	3	11	-2	-3	-1	-4	-6
42	Cc1cc(N2CCN(S(=O)(=O)Cc3ccccc3)CC2)n2ncnc2n1	1	2	3	0	-2	-4	-13	10	-3
43	CC(C)(C)OC(=O)C(Cc1ccc(OC(C)(C)C)cc1)NC(=O)CNC(=O)OCc1ccccc1 (stereo not drawn)	5	-3	10	-2	1	2	-13	14	6
44	Cc1ccc2nc(-c3ccccc3)c(CN3CCN(c4ccccc4F)CC3)n2c1	3	3	6	-5	-4	5	1	-4	-1
45	CN1C(C)(C)CC(=NOC(=O)c2ccccc2)CC1(C)C	1	3	6	-10	3	-4	-12	8	3
46	COc1ccc(C2=NN(CCC(=O)NC3CCC(C)CC3)C(=O)CC2)cc1 (stereo not drawn)	2	5	-3	4	2	2	-9	-5	-2
47	OC(COc1ccccc1)CN1CCCCCC1 (stereo not drawn)	4	11	-3	9	1	-6	8	2	4
48	O=C(OCC(=O)N1CCCc2ccccc21)c1ccc(F)c(S(=O)(=O)N2CCOCC2)c1	8	14	5	3	2	4	-13	10	10
49	CC(=O)[C@@]1(O)CCC2C3CC[C@H]4C[C@@H](O)CC[C@]4(C)C3CC[C@@]21C (stereo partly drawn)	6	2	/	/	/	2	/	1	/
50	C=CCNC(=O)c1onc(CSc2cccc(OCC)c2)c1C(=O)O	11	-34	-10	3	-1	-3	-9	-3	-3
51	Cc1nn(CC#N)c(=O)n1-c1ccccc1F	7	4	-2	-1	1	1	12	12	4
52	COc1ccc(C(=O)CSc2nnc3ccccn23)cc1OC	6	2	2	-10	-1	0	-10	3	-1
53	COc1cc(C(=O)Nc2nc(-c3cc(C)ccc3C)c(C)s2)ccc1OCC(=O)Nc1ccc(F)cc1	-15	-39	0	11	-5	2	-1	-5	-12
54	CCc1ccc(OCC(=O)Nc2ccc(CN3CCCCC3)cc2)cc1	-4	3	1	4	-3	-3	-13	17	1
55	COc1ccc(NS(=O)(=O)c2cccc(NC(=O)COc3ccccc3[N+](=O)[O-])c2)cc1	4	-2	/	/	/	3	/	-6	/
56	COC(=O)c1ccc(NC(=O)CSc2nnc(-c3cccnc3)o2)cc1	5	-1	1	-6	-3	-2	14	-3	-2
57	COCCn1c(-c2ccc(Cl)cc2)cnc1SCC(=O)NCCc1ccc(OC)c(OC)c1	-3	-2	-2	7	0	-3	8	13	5
58	C=CCn1c(SCC(=O)c2ccc(Br)cc2)nnc1C(CC(C)C)NC(=O)c1cccs1 (stereo not drawn)	1	-4	36*	-4	-4	1	12	13	0
59	O=c1cc(CSc2nnnn2-c2ccc(O)cc2)nc2sccn12	3	1	5	-15	0	-5	-21	15	1
60	CCOP(=O)(OCC)C(NC(=O)c1ccc(OC)cc1)c1ccccc1 (stereo not drawn)	15	1	-7	-11	-1	1	3	-3	-2

# Reprinted at random: 3 entries already listed, in no set order.
nr	smiles	PAFAH1B3 FP inh	PAFAH2 FP inh	GSTO1 inh	EBNA-1 inhibitor	LYPLA1 counter	PAD4 inh	ZTA counter	PREPL inh	LYPLA2 inh
12	CNC(=O)COc1ccc(Nc2nnc(-c3ccc(C)c(S(N)(=O)=O)c3)c3ccccc23)cc1	9	4	3	-23	8	-8	-13	9	6
43	CC(C)(C)OC(=O)C(Cc1ccc(OC(C)(C)C)cc1)NC(=O)CNC(=O)OCc1ccccc1 (stereo not drawn)	5	-3	10	-2	1	2	-13	14	6
21	COc1cccc(-c2ccc(SCC(=O)NC3CCCC3)nn2)c1	9	2	0	3	1	-2	3	14	-1

# The listing picks up with the two entries that preceded the break.
nr	smiles	PAFAH1B3 FP inh	PAFAH2 FP inh	GSTO1 inh	EBNA-1 inhibitor	LYPLA1 counter	PAD4 inh	ZTA counter	PREPL inh	LYPLA2 inh
59	O=c1cc(CSc2nnnn2-c2ccc(O)cc2)nc2sccn12	3	1	5	-15	0	-5	-21	15	1
60	CCOP(=O)(OCC)C(NC(=O)c1ccc(OC)cc1)c1ccccc1 (stereo not drawn)	15	1	-7	-11	-1	1	3	-3	-2
61	CC1(C)O[C@@H]2[C@H](O1)[C@@H](COS(=O)(=O)O)O[C@H]2n1cc(Br)c(=O)[nH]c1=O	5	-9	/	/	/	6	/	0	/
62	CCc1ccc(NC(=O)C(=O)NCCN2CCN(S(C)(=O)=O)CC2)cc1	2	1	-2	1	-4	-1	-8	3	-5
63	CC1CCCC(C)N1CCCNC(=O)Cn1ncc2c([nH]c3ccccc32)c1=O (stereo not drawn)	5	6	-5	-4	4	-2	11	-7	-2
64	COc1ccc(-c2nnc(SCC(=O)c3[nH]c(C)c(C(C)=O)c3C)o2)cc1	0	-6	10	-13	-8	1	11	10	-5
65	O=C(COc1ccc(Cl)cc1)NCc1n[nH]c(=O)c2ccccc12	7	7	-7	-2	-1	-2	9	-8	-2
66	CCc1ccc(/C=N/NC(=O)c2nnn(-c3nonc3N)c2CN2CCc3ccccc32)cc1	-2	-5	0	-7	-6	5	-9	4	-13
67	COc1cc(C(=O)Nc2ccc(N(C)C)cc2)cc(OC)c1OC	-5	3	5	-1	0	-4	4	2	-2
68	COc1ccc(CCNC(=O)CSc2nnc(-c3cccc(C)c3)o2)cc1OC	3	1	-6	8	1	-3	17	12	-2
69	Cc1ccc(Nc2ccc([N+](=O)[O-])nc2[N+](=O)[O-])cc1	-1	-3	-3	-6	-4	-4	0	7	6
70	CCCCCCCCc1nnc(NC(=O)c2ccco2)s1	0	-2	-6	4	-1	-5	-4	1	1
71	Cn1nc(C(=O)OCc2ccccc2F)c2ccccc2c1=O	3	0	-9	-5	-3	-3	-8	8	1
72	NC(=O)COC(=O)c1ccc2c(c1)S(=O)(=O)N=C1CCCCCN12	0	0	-3	2	5	-2	12	-2	6
73	COc1cc(CNCc2cccs2)cc(Br)c1OC	8	2	-1	-4	3	-5	16	-19	-2
74	O=C(COC(=O)c1ccc([N+](=O)[O-])o1)NC1CCCC1	9	-1	/	/	/	-13	/	4	/

# This is a subset; count on the stated rates, not on these rows.
